NF-kB expr up: activators of NF-kB expression in neurons, primary screen, cell-based, HTS; human neuronal cells, NF-kB reporter expression; stronger effect = higher value; fold change at 12.5 µM; actives 1.6% (n = 190,000); in the data active means fold change above about 3.3
STAT3 blocker: IL-6 driven STAT3 reporter inhibitors, primary screen, U3A cells, luciferase, luminescence, MLSCN library | IL-6 STAT3-luciferase reporter; host cell line lacks STAT1 | inhibition, % at 5.5 µM | actives 0.89% (n = 190,000) | AID 862, 2007;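 active means inhibition above the mean inhibition across all screened compounds plus 3 SD, cut at about 44% in these data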;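 further: 0% = DMSO only wells and 100% = 100 µM nifuroxazide control wells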
APP transl inh: inhibitors of APP translation via 5'UTR reporter, primary screen, APP 5'UTR luciferase, SH-SY5Y cells; SH-SY5Y APP 5'UTR-luciferase reporter, luminescence; inhibition, % at 2 µM; actives 0.82% (n = 190,000); AID 1285, 2008;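 active means inhibition above a set limit, derived from the sample mean plus 3 SD, cut at about 45% in these data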; further: values of inactives mirror those of a sister screen read the other way
FLuc stim CS: FLuc activators, initial screening, artefact control for FLuc-dependent activation tests, biochemical, ATPlite luminescence; Luciferin 4-monooxygenase (Photinus pyralis), P08659; ATPlite luciferase biochemical, 10 min; 0 = ATP-free wells, 1 = DMSO control; activation factor at 10 µM; 200,000 tested, under 10 active; AID 1027, 2008;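 active means luciferase activation factor, scaled between plate controls, of at least 2 with compound at 10 µM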
Target sequence (P08659 whole entry, looked up): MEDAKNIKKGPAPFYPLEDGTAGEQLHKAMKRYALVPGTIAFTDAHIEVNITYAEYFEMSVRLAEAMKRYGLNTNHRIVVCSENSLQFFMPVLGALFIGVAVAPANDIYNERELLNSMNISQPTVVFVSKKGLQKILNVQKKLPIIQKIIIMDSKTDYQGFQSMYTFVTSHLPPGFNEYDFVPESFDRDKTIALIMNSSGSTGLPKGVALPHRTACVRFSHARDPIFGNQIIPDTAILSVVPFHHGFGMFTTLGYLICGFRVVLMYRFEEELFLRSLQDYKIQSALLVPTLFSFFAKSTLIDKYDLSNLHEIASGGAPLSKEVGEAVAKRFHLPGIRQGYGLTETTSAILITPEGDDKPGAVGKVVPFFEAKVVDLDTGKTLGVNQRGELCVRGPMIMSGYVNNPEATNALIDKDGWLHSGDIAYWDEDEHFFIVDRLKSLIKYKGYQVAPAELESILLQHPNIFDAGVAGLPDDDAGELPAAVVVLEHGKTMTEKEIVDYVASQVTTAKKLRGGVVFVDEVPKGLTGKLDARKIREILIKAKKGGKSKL
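Assay system: Luciferase/luciferin detection reagent, cell-free biochemical luciferase assay / Read-out: luciferase activation / Benchmarks: No-ATP low control, compound-free enzyme-plus-ATP high control / Medium: PBS buffer for ATP / Detection: luminescence measurement of luciferase light output / Schedule: 10 min at ambient temperature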
ROMK primary: ROMK potassium channel modulators, primary screen, cell-based, thallium flux, MLSMR library. Tet-inducible ROMK, thallium flux fluorescence; actives lie on both sides. B-score at 10 µM. actives 2% (n = 130,000);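 active means signal ratio slope over the read window, or its plate-corrected B-score, at least 3 SD from the plate mean, either direction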;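 further: B-score of the F/F0 ratio slope over 7 to 12 s after thallium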
Target sequence (P48048 whole entry, looked up): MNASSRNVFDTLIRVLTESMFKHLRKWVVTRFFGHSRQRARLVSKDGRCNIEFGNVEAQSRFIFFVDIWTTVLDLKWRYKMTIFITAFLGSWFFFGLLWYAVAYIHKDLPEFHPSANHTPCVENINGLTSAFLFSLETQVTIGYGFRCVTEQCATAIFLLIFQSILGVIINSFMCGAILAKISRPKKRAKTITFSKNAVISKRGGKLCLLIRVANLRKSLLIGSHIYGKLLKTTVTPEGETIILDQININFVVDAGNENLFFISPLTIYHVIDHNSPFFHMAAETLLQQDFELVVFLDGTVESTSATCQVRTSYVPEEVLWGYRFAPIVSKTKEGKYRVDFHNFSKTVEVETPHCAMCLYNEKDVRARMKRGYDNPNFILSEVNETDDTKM
APP 5'UTR act: activators of APP 5'UTR luciferase reporter, primary screen, SH-SY5Y cells; SH-SY5Y APP 5'UTR luciferase reporter, luminescence; zero percent = DMSO vehicle wells; activation, % at 2 µM; actives 1% (n = 190,000);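 active means activation above a set limit, based on mean plus 3 SD of controls, cut at about 140% in these data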; further: values of inactives mirror those of a sister screen read the other way
STAT1 blocker: STAT1 signaling inhibitors, primary screen, cell-based, HTS, luciferase reporter | NIH 3T3 STAT1-luciferase reporter, IFN-gamma, luminescence | inhibition, % at 5.5 µM | actives 0.35% (n = 200,000);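 active means inhibition above a set limit, the mean inhibition across all tested compounds plus 3 SD, cut at about 34% in these data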;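 further: 0% = IFN-gamma with DMSO and 100% = IFN-gamma with 300 µM nifuroxazide; values of inactives mirror those of a sister screen read the other way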
STAT3 act: IL-6 driven STAT3 reporter potentiators, primary screen, U3A cells, luciferase, luminescence, MLSCN library. IL-6 STAT3-luciferase reporter; 100% = signal with IL-6 EC80 alone. activation (% of control), % at 5.6 µM. actives 0.91% (n = 190,000);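 active means activation above the screen-wide mean of compound activation plus 3 SD, cut at about 130% in these data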;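 further: 0% = background luminescence of wells with medium and substrate only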
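system = STAT3-luciferase reporter U3A cells | reagent = IL-6 stimulus at 33 ng/mL final | timing = 1 h compound pre-exposure, 6 h IL-6 stimulation, 37 °C | measured by = luminescence | evaluation = % activation versus median of IL-6-stimulated wells | control set = IL-6-only wells as 100% reference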
STAT1 activator: STAT1 signaling activators, primary screen, cell-based, HTS, luciferase reporter; NIH 3T3 STAT1-luciferase reporter, IFN-gamma, luminescence; 100% = IFN-gamma alone, no compound; activation (% of control), % at 5.5 µM; actives 2.6% (n = 200,000); AID 932, 2007;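 active means activation above the screen-wide mean activation plus 3 SD, cut at about 130% in these data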;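 further: raw ratio to IFN-gamma control signal so 100% means no change and 0% no light; values of inactives mirror those of a sister screen read the other way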
FLuc inhib CS: firefly luciferase enzyme inhibitors, primary screen, artefact control for luciferase-based inhibitor screens, biochemical, luminescence, ATPLite | Luciferin 4-monooxygenase (Photinus pyralis), P08659 | 10 min | inhibition, % at 10 µM | actives 1.5% (n = 200,000) | AID 1006, 2008;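 active means inhibition above about 50% when tested at 10 µM, limit read from the data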
The depositor's hits bear a star.

For Cc1ccc(N(CCC#N)C(=O)CSc2ccc3c(c2)OCCO3)cc1 the results were NF-kB expr up 0.95, STAT3 blocker -4.7, APP transl inh 7.2, FLuc stim CS 1, APP 5'UTR act -7.2, STAT1 blocker 5.0, STAT3 act 106.0, STAT1 activator 95.5 and FLuc inhib CS -1.2.
For COc1ccc(C)cc1NS(=O)(=O)c1ccc(NS(=O)(=O)c2ccc(NC(C)=O)cc2)cc1 the results were NF-kB expr up 1.06, STAT3 blocker 4.8, APP transl inh -6.5, FLuc stim CS 1, APP 5'UTR act 6.5, STAT1 blocker 5.0, STAT3 act 99.5, STAT1 activator 95.4 and FLuc inhib CS -3.1.
For Cc1cc(-c2ccccc2)nc(N/N=C/c2cccnc2)n1 the results were NF-kB expr up 0.96, STAT3 blocker 20.6, APP transl inh -7.8, FLuc stim CS 0.3, ROMK primary 0.0366, APP 5'UTR act 7.8, STAT1 blocker -14.7, STAT3 act 85.8, STAT1 activator 112.0 and FLuc inhib CS 74.1*.
For O=C(Nc1nnc(-c2cccnc2)o1)c1ccccc1Cl the results were NF-kB expr up 1.09, STAT3 blocker 2.0, APP transl inh -4.7, FLuc stim CS 1.1, ROMK primary -0.448, APP 5'UTR act 4.7, STAT1 blocker -2.0, STAT3 act 102.4, STAT1 activator 99.2 and FLuc inhib CS -5.4.
Screening O=C(C1CCC1)N1CCc2cc(S(=O)(=O)NC3CCCc4ccccc43)ccc21 (stereo unspecified) returned NF-kB expr up 0.81, STAT3 blocker 17.4, APP transl inh 5.0, FLuc stim CS 1.1, ROMK primary -0.448, APP 5'UTR act -5.0, STAT1 blocker 0.5, STAT3 act 90.5, STAT1 activator 99.5 and FLuc inhib CS -6.1.
O=C(CN1CCOCC1)N(c1ccccc1)c1ccc2ccccc2c1 was read as NF-kB expr up 1.25, STAT3 blocker 5.1, APP transl inh -7.4, FLuc stim CS 1, ROMK primary 0.235, APP 5'UTR act 7.4, STAT1 blocker 1.1, STAT3 act 97.2, STAT1 activator 99.0 and FLuc inhib CS -4.9.
Screening CCCNC(=O)C1CC(=O)N(c2ccc(OCC)cc2)C1 (stereo unspecified) returned NF-kB expr up 1.41, STAT3 blocker 4.9, APP transl inh -15.7, FLuc stim CS 1, APP 5'UTR act 15.7, STAT1 blocker -8.2, STAT3 act 98.9, STAT1 activator 106.5 and FLuc inhib CS -4.3.
`COc1ccc(N(CC(=O)NCC(C)C)S(=O)(=O)c2ccccc2)cc1` gave NF-kB expr up 1.06, STAT3 blocker -4.5, APP transl inh -12.1, FLuc stim CS 1.1, ROMK primary 0.256, APP 5'UTR act 12.1, STAT1 blocker -11.9, STAT3 act 105.8, STAT1 activator 109.1 and FLuc inhib CS -6.7.
`CC(O)CNCc1ccc(-c2ccccc2)cc1` (stereo unspecified) gave NF-kB expr up 1.63, STAT3 blocker 2.4, APP transl inh -10.0, FLuc stim CS 1.1, APP 5'UTR act 10.0, STAT1 blocker -3.1, STAT3 act 102.0, STAT1 activator 102.7 and FLuc inhib CS -6.9.
`O=C(c1ccccc1[N+](=O)[O-])N1CCCN(C(=O)c2ccccc2[N+](=O)[O-])CC1` gave NF-kB expr up 1.13, STAT3 blocker -0.9, APP transl inh 5.8, FLuc stim CS 1.1, ROMK primary 0.258, APP 5'UTR act -5.8, STAT1 blocker -3.9, STAT3 act 104.1, STAT1 activator 103.5 and FLuc inhib CS -6.5.
`O=C(O)CN1C(=O)/C(=C\c2cn(CC(=O)N3CCOCC3)c3ccccc23)SC1=S` gave NF-kB expr up 1.12, STAT3 blocker -6.6, APP transl inh 4.5, FLuc stim CS 1, APP 5'UTR act -4.5, STAT1 blocker -19.6, STAT3 act 106.6, STAT1 activator 116.7 and FLuc inhib CS 0.1.
`Cc1nc2ccc(S(=O)(=O)NCC(=O)NC(C)c3ccccc3)cc2s1` (stereo unspecified) gave NF-kB expr up 1.36, STAT3 blocker 11.3, APP transl inh -16.7, FLuc stim CS 1.1, ROMK primary -0.24, APP 5'UTR act 16.7, STAT1 blocker 1.4, STAT3 act 93.8, STAT1 activator 97.3 and FLuc inhib CS -5.7.
CCOC(=O)c1cnc2c(OC)cccc2c1N1CCN(c2ccccc2OC)CC1 was read as NF-kB expr up 0.46, STAT3 blocker 8.3, APP transl inh -2.7, FLuc stim CS 1, ROMK primary -0.00358, APP 5'UTR act 2.7, STAT1 blocker -0.6, STAT3 act 96.4, STAT1 activator 100.5 and FLuc inhib CS -1.8.
Screening CC(C)COc1ccc(C(=O)NCc2ccco2)cc1 returned NF-kB expr up 1.08, STAT3 blocker -2.1, APP transl inh 5.9, FLuc stim CS 1, ROMK primary -0.513, APP 5'UTR act -5.9, STAT1 blocker -13.9, STAT3 act 104.9, STAT1 activator 112.9 and FLuc inhib CS -0.4.
CCn1cc(C(=O)OCc2cccc(Br)c2)c(=O)c2ccc(C)nc21 was read as NF-kB expr up 0.99, STAT3 blocker -0.8, APP transl inh 12.2, FLuc stim CS 1.1, APP 5'UTR act -12.2, STAT1 blocker 12.2, STAT3 act 103.9, STAT1 activator 86.7 and FLuc inhib CS -9.0.
Screening N=c1ccn(Cc2cccc(Cl)c2)cc1 returned NF-kB expr up 0.71, STAT3 blocker 31.5, APP transl inh -5.7, FLuc stim CS 1, APP 5'UTR act 5.7, STAT1 blocker 8.0, STAT3 act 76.6, STAT1 activator 92.8 and FLuc inhib CS -3.7.
C/C(CC(=O)NC(C)(C)C)=N\NC(N)=S was read as NF-kB expr up 1.15, STAT3 blocker 4.0, APP transl inh 13.5, FLuc stim CS 1, ROMK primary 1.34, APP 5'UTR act -13.5, STAT1 blocker -5.8, STAT3 act 101.5, STAT1 activator 103.1 and FLuc inhib CS -4.1.
CC1CCCCN1CC(=O)NCc1ccc2c(c1)OCO2 (stereo unspecified) was read as NF-kB expr up 1.27, STAT3 blocker -0.3, APP transl inh -0.5, FLuc stim CS 1, APP 5'UTR act 0.5, STAT1 blocker 1.8, STAT3 act 103.5, STAT1 activator 98.3 and FLuc inhib CS -3.3.
For COc1ccc(S(=O)(=O)N2CCC(c3cc(-c4cccc5ccccc45)n[nH]3)CC2)cc1 the results were NF-kB expr up 0.55, STAT3 blocker -3.4, APP transl inh -23.7, FLuc stim CS 1, APP 5'UTR act 23.7, STAT1 blocker -1.9, STAT3 act 105.0, STAT1 activator 101.7 and FLuc inhib CS -0.1.
For C/C(=N\NC(=O)c1ccncc1)c1cc2ccccc2oc1=O the results were NF-kB expr up 1.09, STAT3 blocker 3.0, APP transl inh 10.4, FLuc stim CS 1.1, ROMK primary 0.719, APP 5'UTR act -10.4, STAT1 blocker -0.3, STAT3 act 97.8, STAT1 activator 100.2 and FLuc inhib CS -9.3.
Screening Cc1cc2c(ncn2C)c(NS(=O)(=O)c2ccccc2Cl)c1C returned NF-kB expr up 0.89, STAT3 blocker 1.9, APP transl inh 13.3, FLuc stim CS 1, APP 5'UTR act -13.3, STAT1 blocker 2.8, STAT3 act 100.7, STAT1 activator 97.5 and FLuc inhib CS -1.9.
Screening CCCCOc1ccc(C(=O)O)cc1 returned NF-kB expr up 1, STAT3 blocker 5.7, APP transl inh -10.1, FLuc stim CS 1, APP 5'UTR act 10.1, STAT1 blocker -5.3, STAT3 act 98.4, STAT1 activator 104.9 and FLuc inhib CS -4.6.
Screening O=C(CCc1nnc(-c2ccsc2)o1)N1CCc2c(Cl)cccc2C1 returned NF-kB expr up 2.22, STAT3 blocker 10.0, APP transl inh -41.7, FLuc stim CS 1, ROMK primary 0.00883, APP 5'UTR act 41.7, STAT1 blocker -31.3, STAT3 act 96.2, STAT1 activator 129.2* and FLuc inhib CS -4.2.
Cc1cc(N)ccc1N=Nc1c(C)n(C)n(-c2ccccc2)c1=O was read as NF-kB expr up 1.2, STAT3 blocker -13.8, APP transl inh -23.8, FLuc stim CS 0.8, ROMK primary 0.551, APP 5'UTR act 23.8, STAT1 blocker -18.6, STAT3 act 109.2, STAT1 activator 116.5 and FLuc inhib CS 16.4.
`Cc1cc(C)n(C(=O)CCCn2nc(C)c([N+](=O)[O-])c2C)n1` gave NF-kB expr up 1, STAT3 blocker 13.2, APP transl inh 20.2, FLuc stim CS 1, APP 5'UTR act -20.2, STAT1 blocker -4.1, STAT3 act 91.9, STAT1 activator 102.7 and FLuc inhib CS 1.6.
`Cc1ccc(CNC(=O)C2CC(=O)N(C3CCCCCCC3)C2)cc1` (stereo unspecified) gave NF-kB expr up 0.9, STAT3 blocker -0.8, APP transl inh -17.8, FLuc stim CS 1, ROMK primary -2.38*, APP 5'UTR act 17.8, STAT1 blocker 3.4, STAT3 act 102.9, STAT1 activator 96.9 and FLuc inhib CS 0.0.
CC(C)NC(=O)NC(=O)CSc1ncccn1 was read as NF-kB expr up 1.21, STAT3 blocker 4.1, APP transl inh 1.3, FLuc stim CS 1.1, ROMK primary -0.231, APP 5'UTR act -1.3, STAT1 blocker -1.5, STAT3 act 103.3, STAT1 activator 100.1 and FLuc inhib CS -6.4.
Screening Cc1cc(C)n(-c2nc3ccccc3nc2N2CCN(C(=O)c3ccc(F)cc3)CC2)n1 returned NF-kB expr up 0.95, STAT3 blocker 9.3, APP transl inh 9.8, FLuc stim CS 1.1, ROMK primary 1.56, APP 5'UTR act -9.8, STAT1 blocker 12.5, STAT3 act 95.8, STAT1 activator 88.5 and FLuc inhib CS -5.9.
c1ccc(OCc2noc(CN3CCC(C4CCCCC4)C3)n2)cc1 (stereo unspecified) was read as NF-kB expr up 0.89, STAT3 blocker -2.3, APP transl inh 2.6, FLuc stim CS 1.1, ROMK primary -0.684, APP 5'UTR act -2.6, STAT1 blocker -7.8, STAT3 act 102.9, STAT1 activator 106.2 and FLuc inhib CS -7.6.
For CC1=CC(C)C(C[N+]2(C)CCCCC2)C(C)C1 (stereo unspecified) the results were NF-kB expr up 0.86, STAT3 blocker -2.5, APP transl inh 18.0, FLuc stim CS 1, ROMK primary -0.0425, APP 5'UTR act -18.0, STAT1 blocker -7.3, STAT3 act 104.2, STAT1 activator 105.0 and FLuc inhib CS -1.9.
For COc1ccc(C(=O)c2ccc(OC)c(Br)c2)cc1Br the results were NF-kB expr up 1.12, STAT3 blocker 3.6, APP transl inh 9.7, FLuc stim CS 1.1, ROMK primary 0.694, APP 5'UTR act -9.7, STAT1 blocker 19.7, STAT3 act 97.2, STAT1 activator 82.8 and FLuc inhib CS -5.6.
`COc1ccc(Br)cc1S(=O)(=O)N(CC(=O)N1CCOCC1)c1ccccc1` gave NF-kB expr up 1.09, STAT3 blocker -2.2, APP transl inh 3.1, FLuc stim CS 1, ROMK primary -0.0303, APP 5'UTR act -3.1, STAT1 blocker 0.5, STAT3 act 104.1, STAT1 activator 99.5 and FLuc inhib CS -2.0.

Screening results: PubChem BioAssay, several laboratories
